Screening data (PubChem BioAssay)
Pol kappa inh: DNA polymerase kappa (human) inhibition; Q9UBT6; AID 588579; Potency, µM (highest dose often 107 µM), for the others: at the highest dose activity, negative = inhibition, most hits filed as inhibitors; 400,000 compounds, 0.53% hits; purified Pol kappa, fluorescent DNA synthesis assay, 10 min; further: potency means the concentration at half of the fitted maximal effect; on the % scale 0 is the no-effect control and ±100 the full control effect
Target sequence (Q9UBT6 whole entry, looked up): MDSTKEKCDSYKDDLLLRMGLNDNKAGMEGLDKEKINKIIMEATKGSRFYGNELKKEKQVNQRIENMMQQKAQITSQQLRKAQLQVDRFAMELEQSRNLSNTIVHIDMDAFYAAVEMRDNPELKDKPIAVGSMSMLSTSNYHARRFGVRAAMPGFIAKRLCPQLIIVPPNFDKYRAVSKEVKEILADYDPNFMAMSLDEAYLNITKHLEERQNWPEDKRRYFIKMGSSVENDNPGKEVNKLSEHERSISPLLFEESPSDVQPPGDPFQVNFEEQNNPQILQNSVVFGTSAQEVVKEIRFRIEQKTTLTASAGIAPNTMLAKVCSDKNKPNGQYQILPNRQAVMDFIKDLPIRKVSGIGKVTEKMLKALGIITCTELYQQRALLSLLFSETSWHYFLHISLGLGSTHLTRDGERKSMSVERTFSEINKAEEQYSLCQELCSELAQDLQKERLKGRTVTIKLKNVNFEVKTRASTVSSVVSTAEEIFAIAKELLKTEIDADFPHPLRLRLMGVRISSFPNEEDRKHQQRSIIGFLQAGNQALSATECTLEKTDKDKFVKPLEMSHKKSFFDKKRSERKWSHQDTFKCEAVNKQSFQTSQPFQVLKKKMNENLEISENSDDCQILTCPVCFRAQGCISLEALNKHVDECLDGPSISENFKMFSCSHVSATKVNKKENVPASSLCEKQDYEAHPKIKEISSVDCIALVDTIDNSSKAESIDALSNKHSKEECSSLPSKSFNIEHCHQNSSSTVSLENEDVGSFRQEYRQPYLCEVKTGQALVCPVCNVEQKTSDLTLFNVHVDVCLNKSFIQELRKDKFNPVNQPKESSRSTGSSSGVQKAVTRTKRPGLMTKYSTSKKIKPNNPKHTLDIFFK
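50 nM final substrate added after 15 min RT preincubation of 10 nM Pol kappa with compound; fluorescence read at 0 and 10 min.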
ALOX12 inh: inhibitors of human 12S-lipoxygenase ALOX12; P18054; purified 12hLO, xylenol orange hydroperoxide absorbance; Potency, µM (highest dose often 108 µM), inactives show top-dose activity change, negative = inhibition, usual class: inhibitors; 580,000 compounds, 1.1% hits; AID 1671190; further: potency means the concentration at half of the fitted maximal effect; on the % scale 0 is the no-effect control and ±100 the full control effect
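Purified human 12hLO at 150 nM in 25 mM Hepes, 0.01% Triton X-100, pH 7.0, preincubated 15 min at room temperature with compound. Reaction started with 40 uM arachidonic acid, 30 min at room temperature. Hydroperoxide measured by Fe-xylenol orange, 573/405 nm absorbance ratio.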
ERG-DNA inh: ERG Ets/DNA interaction inhibition | 370,000 compounds, 0.028% hits | fluorescence polarization, His-ERG Ets domain / labelled DNA | AID 624246 | P11308 | Potency, µM (series often up to 76.9 µM), for inactives: top-dose FP activity, negative = inhibition, usual class: inhibitors; active means well fitted inhibition curve with a large enough effect in the polarisation, with a control signal flat; inconclusive means small, poorly fitted or top-dose-only effect, or effect the other way, or a change in a side signal; inactive means no such curve, though single readings can be large or run the other way; the % refers to the polarisation;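 further: polarization taken with two DNA probes labelled with fluorescein and Texas red; potency means the concentration at half of the fitted maximal effect; % of control where 0% means no effect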
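His-tagged ERG Ets domain (1 uM in the protein solution; 300mM KCl, 50mM Tris-HCl, 1mM EDTA, 1mM DTT, pH 7.5) received compound, then a probe mix of 5 nM fluorescein-DNA and 100nM Texas-615-DNA. Fluorescence polarization was read for both dyes.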
LDHA inh: inhibitors of human lactate dehydrogenase A; 480,000 compounds, 0.15% hits; AID 1347041; purified LDHA, NADH/diaphorase-resazurin fluorescence; stronger effect = lower value; activity change, % (values are at about 110 or 230 µM); in the data active means activity change below about -30%; inconclusive means mostly about -25% to -30%;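 further: plate controls were DMSO wells for no effect and wells without enzyme for full effect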
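Enzyme activity of human lactate dehydrogenase 5 (2 nM; 0.06 mM NADH, 0.2 mM pyruvate, 5 min, RT) is measured via a resazurin/diaphorase fluorescence readout of residual NADH.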
APEX1 inh: inhibitors of human APE1 endonuclease; 350,000 compounds, 0.35% hits; recombinant APE1, TAMRA/BHQ-2 abasic DNA cleavage fluorescence; P27695; Potency, µM (top dose mostly 65.8 µM), for inactives: at the top dose activity change, negative = inhibition, hits mostly inhibitors; AID 2517;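 further: potency means the concentration at half of the fitted maximal effect; plate controls were vehicle for no effect and reference inhibitor for full effect; nearly all actives have a fitted effect of over 55% in size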
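Enzyme (0.75 nM final) and test compound are incubated 15 min at room temperature before adding 50 nM quenched THF abasic-site duplex. Cleavage dequenches TAMRA, followed at 525/598 nm over three reads one minute apart.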
Pol beta inh: inhibitors of human DNA polymerase beta; P06746; Pol beta primer extension/strand displacement, fluorescence kinetic; Potency, µM (top dose mostly 114 µM), inactives show top-dose activity change, negative = inhibition, usual class: inhibitors; 340,000 compounds, 1.3% hits; further: potency means the concentration at half of the fitted maximal effect; on the % scale 0 is the no-effect control and ±100 the full control effect
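Curves were derived by four-parameter Hill fits of normalized qHTS data. The kinetic fluorescent primer-extension read was taken at 0 and 10 min after 50 nM substrate, following a 15 min room-temperature preincubation of 10 nM enzyme with compounds.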
RGS4 inh: inhibitors of human regulator of G protein signaling 4; AID 504845; Transcreener GDP fluorescence polarization, RGS4-accelerated GTP hydrolysis; Potency, µM (titrated, usually from 114 µM), for inactives: top-dose activity change, negative = inhibition, usual class: inhibitors; 390,000 compounds, 0.039% hits; further: potency means the concentration at half of the fitted maximal effect; on the % scale 0 is the no-effect control and ±100 the full control effect; nearly all actives have a fitted effect of over 75% in size; some results filed as inactive show a strong effect at the top dose
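MLSMR compounds (23 nl, pin-transferred) preincubated 10 min at room temperature with a 500nM (2x) first reagent, then RGS4 at 900nM (2x) plus Transcreener GDP mix added; fluorescence polarization (620/688 nm) read before and after 90 min at 30 °C.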
POLH inh: DNA polymerase eta (human) inhibition; Q9Y253; recombinant Pol eta, fluorescent DNA replication assay; Potency, µM (highest dose often 114 µM), for the others: at the highest dose activity change, negative = inhibition, hits mostly inhibitors; 390,000 compounds, 1.2% hits; further: potency means the concentration at half of the fitted maximal effect; on the % scale 0 is the no-effect control and ±100 the full control effect
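Fluorescent replication assay: 50 nM final substrate added after a 15 min room-temperature compound preincubation with 10 nM enzyme. Signal taken at 0 min and again at 10 min.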
Apoferritin bind: candidate novel general anesthetic via apoferritin binding | 350,000 compounds, 0.074% hits | apoferritin/1-aminoanthracene competitive binding, fluorescence | Potency, µM (series often up to 77.5 µM), for inactives: at the top dose activity change, negative = displacement, most hits filed as inhibitors | P02791; further: potency means the concentration at half of the fitted maximal effect; on the % scale 0 is the no-effect control and ±100 the full control effect; nearly all actives have a fitted effect of over 20% in size
Target sequence (P02791 2-175 limits assumed): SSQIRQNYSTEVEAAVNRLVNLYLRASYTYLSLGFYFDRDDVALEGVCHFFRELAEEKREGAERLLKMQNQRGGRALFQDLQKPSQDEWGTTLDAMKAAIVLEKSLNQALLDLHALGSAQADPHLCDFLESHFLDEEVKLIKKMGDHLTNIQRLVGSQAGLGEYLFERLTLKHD
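Concentration-response curves derived by four-parameter Hill fitting of normalized fluorescence, where compounds displaced 1-AMA from 10 uM horse apoferritin following a brief 10 min room-temperature incubation; propofol titration acted as positive control.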
Numbers without * were called inactive; ? = inconclusive; / = no result given; & = joins results of further samples; [ ] = remark or other dose. Unless noted, the call rests on the fitted dose curve; in most records, active means well fitted curve in the direction sought with a large enough effect; inconclusive means small, poorly fitted or top-dose-only effect, or another doubt; inactive means no such curve, though single readings can be large; an effect the other way counts as inactive or inconclusive.

no.	SMILES	Pol beta inh	ERG-DNA inh	APEX1 inh	RGS4 inh	LDHA inh	Pol kappa inh	ALOX12 inh	Apoferritin bind	POLH inh
1	CC(C)(c1ccccc1)c1ccc(OCCN2CCCC2)cc1	9.0%	-4.6%	-4.0%	-11.8%	-11.2	-10.6%	?	?	-6.2%
2	CNC(=O)c1cc2c(ccc3ccccc32)o1	2.3%	-2.1%	-3.3%	18.5%	-3.0	-0.6%	-4.1%	-4.5%	-3.9%
3	Cc1cccc(C(=O)O/N=C(\N)c2ccccn2)c1	28.4%	-4.1%	-9.0%	-3.7%	-4.8	-17.3%	-20.5%	6.5%	-23.2%
4	CCC(=O)c1ccc(OCC(=O)N(Cc2nnc(-c3ccccc3Cl)o2)C2CC2)cc1	/	9.4%	-6.1%	-13.6%	-5.4	-10.0%	24.7%	/	-2.2%
5	NC12CC3CC(C1)CC(CO)(C3)O2	7.8%	-0.1%	-0.4%	0.8%	-0.9	-9.9%	?	-12.4%	?
6	Cc1ccc(-c2nn(-c3ccccc3)cc2C=C2C(=O)CC(C)(C)CC2=O)cc1	5.8%	-2.4%	15.4%	?	-4.8	-16.6%	7.94µM*	-3.7%	4.9%
7	O=C(CNS(=O)(=O)c1ccccc1F)Nc1ccc(N2CCOCC2)cc1	-2.5%	0.9%	2.0%	5.0%	5.5	-2.0%	?	-8.4%	0.2%
8	CCCNS(=O)(=O)c1ccc(CCC(=O)Nc2ccc3c(c2)OCO3)cc1	-2.1%	6.5%	-2.0%	-24.2%	-6.5	-5.6%	-29.9%	-19.4%	-10.7%
9	C#CCN(CC=C)C(=O)c1ccc(OC2CCN(S(=O)(=O)N(C)C)CC2)cc1	16.1%	5.9%	9.0%	20.1%	-10.9	-20.3%	0.0%	-10.8%	-10.2%
10	CN(C)C(=O)CCc1ccc2c3c([nH]c2c1)[C@]1(CCC2CCCC2)[C@@H](C(=O)N2CCOCC2)C[C@H](CC(=O)NCc2ccco2)C(=O)N1CC3	/	-3.2%	-15.5%	-4.6%	-4.0	-10.3%	-5.4%	/	-11.8%
11	Cc1ccc(NC(=O)COC(=O)c2ccnn2C)cc1	0.2%	/	-6.2%	-6.4%	-1.9	-4.5%[60.1 µM]	-9.9%	-4.8%	1.5%
12	O=C(NCCc1ccccc1)C1CCN(C(=O)N2CCOc3ccccc32)CC1	5.6%	1.3%	38.6%	21.8%	-12.4	-18.3%	-2.6%	-12.8%	-0.9%
13	COc1ccc(N(CC(=O)NCc2ccccc2)C(=O)Cn2nnc(-c3ccccc3F)n2)cc1OC	-9.8%	-17.1%	3.8%	-2.9%	-5.7	-1.4%	26.9%	-12.6%	-1.2%
14	Cc1nnc(NC(=O)C2CCCCC2)s1	3.9%	3.6%	-3.3%	-18.1%	-0.2	0.3%	-0.1%	-12.1%	-5.9%
15	O=C(O)c1ccc(N/N=C/c2cc3ccccc3nc2Cl)cc1	-28.2%	0.2%	-10.9%	1.0%	-17.5	-24.5%	-18.6%	1.5%	44.7µM*
16	CCn1c(SCC(=O)Nc2nc3ccc(OC)cc3s2)nc2c1c(=O)n(C)c(=O)n2C	10.2%	-5.1%	-2.3%	0.2%	6.4	-5.4%	9.6%	-9.3%	2.9%
17	COc1ccc(CCCc2n[nH]c(=S)o2)cc1C	20.8%	-8.0%	1.1%	-40.5%	-3.7	-20.7%	?	-4.7%	-7.3%
18	O=C(c1ccc(Cl)c(S(=O)(=O)NCc2cccnc2)c1)N1CCCC1	/	11.2%	56.8%[activator]	2.5%	-3.5	0.4%	197.0%[activator]	/	-14.3%
19	O=C(NCCc1ccc(Cl)cc1)C1CCCN1C(=O)Nc1ccccc1 (centres undefined)	3.2%	?	13.1%	-18.2%	0.6	4.3%	?	-1.8%	-8.9%
20	Cc1ccccc1C(=O)NCC(=O)OC1CCCCC1=O (centres undefined)	/	-5.0%	15.6%	21.3%	-9.8	-11.2%	11.8%	/	-5.9%
21	Oc1c(Cl)cc(Cl)c2c1NCCC2	-11.0%	2.3%	8.6%	?	29.6	-12.4%	?	1.9%	-23.2%
22	CCSc1nc(C)c(CC)c(C)c1C(N)=O	12.1%	-1.1%	-5.4%	-9.3%	-7.1	-6.7%	30.8%[activator]	6.7%	-7.8%
23	COc1ccc(NC(=S)c2ccccc2)cc1	18.3%	-7.8%	10.1%	16.6%	-11.1	-5.6%	-20.3%	-12.6%	-18.9%
24	COc1ccccc1N(CC(=O)NCc1ccco1)C(=O)CCC(=O)Nc1ccccn1	-19.4%	8.7%	59.7%[activator]	-6.5%	-3.4	7.3%	-6.9%	6.4%	-17.0%
25	CN1CCN(C(=S)C(=O)NCc2ccccc2)CC1	0.4%	-2.6%	-0.4%	6.0%	-4.5	-13.0%	0.3%	-0.9%	-1.8%
26	CC1(C)Cn2c(nnc2-c2ccccc2)S1	-0.3%	-2.8%	-2.9%	10.3%	-7.2	-14.4%	25.4%	-1.8%	-4.2%
27	COc1cccc(NC(=O)C(C)OC(=O)c2n[nH]c3ccccc23)c1 (centres undefined)	/	-0.5%	-7.5%	8.4%	1.8	-0.8%	73.2%[activator]	/	-21.2%
28	CCN(CC)c1cc2c(cc1F)c(=O)c(S(=O)(=O)c1ccccc1)cn2C	0.6%	-1.9%	/	-11.3%	-4.3	-13.3%[60.1 µM]	-18.9%	4.6%	0.5%
29	Cc1cccc(C)c1OC(=O)c1ccccc1	/	-2.7%	/	-2.5%	1.9	-1.9%	-13.3%	/	-2.6%
30	O=C(NC(NC(=S)Nc1ccccc1C(=O)O)C(Cl)(Cl)Cl)c1ccccc1 (centres undefined)	33.5%	15.2%	20.5%	?	-7.0	3.7%	/	-5.6%	-14.3%
31	CCCCNC(=O)NNc1nc(Cl)cc(C)c1C#N	2.6%	-0.5%	13.7%	-12.5%	-1.4	8.8%	-13.4%	-8.4%	-2.0%
32	COc1cc(NC(=O)Cn2nc(Cc3cccnc3)c3ccccc3c2=O)cc(OC)c1OC	6.2%&5.7%	-7.9%&-4.6%	0.1%	21.9%&-5.1%	-3.0&-11.8	3.1%&-10.2%	0.0%&5.5%	-9.1%&7.1%	4.0%&0.3%
33	Cc1ccccc1-c1cc(C(=O)NCc2cccs2)n(CC2CC(c3cccnc3)=NO2)n1 (centres undefined)	/	-0.9%	-7.9%	-6.0%	0.2	-11.4%	-1.5%	/	-11.5%
34	Cc1c(S(=O)(=O)N2CCCC(C)C2)c(=O)n(C)c(=O)n1C (centres undefined)	/	9.3%	-0.3%	15.2%	1.8	2.9%	14.9%	/	-12.5%
35	COc1ccc(/C(C)=N/NC(=O)CNC(=O)/C=C\c2ccccc2OC)c(OC)c1	37.9%	9.9%	-5.6%	-15.4%	-4.4	-5.1%	-1.6%	-3.9%	-19.5%
36	CCOC(=O)C1CCN(S(=O)(=O)c2ccc(Br)c(OCC)c2)CC1	-23.7%	6.0%	-1.7%	?	-2.8	-20.6%	-6.8%	-12.0%	-30.2%
37	O=C(NCc1cc(C(F)(F)F)ccc1Cl)c1cccc2c1C(=O)c1ccc(N3CCOCC3)cc1S2(=O)=O	/	1.3%	18.4%	-25.8%	-9.2	0.0%	?	/	-20.3%
38	COc1ccc(/C=N/NC(=O)CNC(=O)c2ccncc2)cc1	13.9%	22.0%	5.5%	-1.5%	-4.3	-5.5%	-14.5%	-3.2%	-18.7%
39	Cc1ccccc1NC(=O)Nc1csc2c1CCCC2	14.7%	1.6%	/	-1.3%	2.6	1.6%	-7.1%	-14.0%	-5.8%
40	O=C(N/C(=C\c1ccc([N+](=O)[O-])cc1)C(=O)N1CCOCC1)c1cccc(Br)c1	27.3%	-6.3%	-8.5%	16.2%	-7.2	-2.1%	461.8%[activator]	-11.2%	-16.0%
41	O=C(CSCC(=O)N1CCOCC1)Nc1ccccc1	-1.9%	7.3%	-2.5%	-25.2%	-4.6	-2.8%	0.0%	-0.8%	-9.7%
42	NC(=S)NN=C1c2ccccc2-c2cc(Br)ccc21	/	2.5%	/	-31.1%	0.0	-3.0%	39.8µM*	/	-12.7%
43	COc1ccc(CN(C)C(=O)c2ccc(Oc3ccccc3)cc2)cc1F	0.0%	1.5%	-17.7%	4.6%	-1.1	-1.7%	1.8%	4.9%	-13.3%
44	CCN1CCN(C(=O)/C=C/c2ccc(OC)cc2)CC1	10.1%	1.1%	46.3%[activator]	-4.2%	-0.8	12.9%	339.7%[activator]	0.5%	-17.0%
45	COc1cc(/C=C2\CCC(C3CCCC3)C2=O)ccc1OC(C)C (centres undefined)	3.9%	-5.4%	21.9%	-8.9%[56.9 µM]	-1.8	-4.9%	-53.7%	-6.1%	-5.5%
46	COC(=O)c1ccccc1NC(=O)CSCC(=O)Nc1ccc(F)cc1	0.7%	3.7%	-2.0%	6.9%	-0.3	-12.9%	23.8%	-17.1%	-13.4%
47	CCOC(=O)C1=C(c2ccccc2)NC(=S)NC1c1cc([N+](=O)[O-])ccc1OC (centres undefined)	12.9%	-16.4%	-2.7%	-48.6%	-5.9	-21.2%	39.8µM*	-23.3%	-13.0%
48	COc1cc(OC)c(NC(=O)c2c(C)oc3nc(C)nc(N4CCOCC4)c23)cc1Cl	18.5%	7.1%	/	-12.3%	-2.6	2.1%	0.0%	-4.7%	-6.3%

These rows are one share of the data; rates above refer to the full screens.
